Screening results as filed in PubChem.
DDE Tn7 FP inh: inhibitors of Tn7 peptide binding to human fibrin DD(E); P02675; FP displacement of FITC-Tn7 peptide from fibrin DD(E); 0% = median of compound wells per plate; inhibition, % at 8.3 µM; 370,000 tested, 0.13% active; AID 720508;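 active = inhibition above the mean of compounds falling within the control limits plus 3 SD of them, cut at about 14% in these data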;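 note: 0% = plate median of compound wells and 100% = 10 µM Aha-Tn7 peptide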
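Assay system: Fibrin-DD(E) protein isolated from polymerized human fibrin clots; read-out basis: percent inhibition; medium: Tris/NaCl/CaCl2 buffer, pH 7.8; signal: FP measurement; incubation: 10 min plus 3 h, room temperature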
UHRF1 binding: blocks human UHRF1 binding to methylated DNA. Q96T88. UHRF1 binding to methylated oligo, TR-FRET. inhibition, % at 4.4 µM. 370,000 tested, 0.75% active; in the data active = inhibition above about 21%;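 note: UHRF1 SRA domain binding a hemimethylated CpG hairpin DNA probe; 0% = median of test compound wells and 100% = reference inhibitor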
ADAM17 inh: inhibits human ADAM17 | recombinant ADAM17, EDANS/DABCYL FRET peptide cleavage | inhibition, % at 6.95 µM | 370,000 tested, 0.83% active | AID 720648;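 active = inhibition above the mean of compounds lying between control limits plus 3 SD, set per campaign, cut at about 8.5% in these data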;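 note: 0% = DMSO-only wells as the low control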
PLC-gamma1 inh: PLC-gamma1 (human) inhibition, primary screen. P19174. purified PLC-gamma1, fluorogenic substrate, fluorescence. inhibition, % at 12.2 µM. 370,000 tested, 0.84% active; in the data active = inhibition above about 9.5%
ARFGAP1 inhibitor: rat ARFGAP1 inhibition. inhibition, % at 16.5 µM. 360,000 tested, 0.26% active. Q62848. Arfgap1-stimulated ARF1 GTP hydrolysis, GDP FP detection;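 active = inhibition above a per-plate limit, mean inhibition of low control wells plus 3 SD, cut at about 25% in these data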;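 note: 0% = DMSO wells with enzyme and 100% = wells lacking Arfgap1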
Target sequence (Q62848 1-136 limits assumed): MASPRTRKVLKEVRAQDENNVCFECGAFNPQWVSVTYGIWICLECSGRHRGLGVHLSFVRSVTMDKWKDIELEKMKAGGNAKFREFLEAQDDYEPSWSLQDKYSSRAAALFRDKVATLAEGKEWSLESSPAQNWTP
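System: truncated rat Arfgap1 GAP domain / Medium: HEPES-based buffer, pH 7.5 / Also added: N-terminally truncated human ARF1-GTP substrate / Incubation: enzyme reaction 120 min at 25 °C after 20 min preincubation / Measured by: FP of antibody-bound GDP Alexa 633 tracer, ex 620/em 688 nm / Replicates: singlicate, each compound tested once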
Tn6 DDE FP: DD(E)-Tn6 binding inhibition, primary FP screen. Fibrin DD(E) TRITC-Tn6 fluorescence polarization displacement. inhibition, % at 8.3 µM. 370,000 tested, 0.21% active. AID 720509;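 active = inhibition above a per-campaign cutoff: mean of compounds within control limits plus 3 SD, cut at about 15% in these data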;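 note: 0% = median of all compound wells on the plate and 100% = blocking peptide control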
ASAP1 inh: blocks human ASAP1-stimulated Arf1 GTP hydrolysis; GDP FP detection; AID 624377; 360,000 tested, 0.19% active; inhibition, % at 16.5 µM; Q9ULH1; in the data active = inhibition above about 25%;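 note: 0% = vehicle with enzyme and substrate and 100% = no enzyme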
MBD2 inh: blocks human MBD2 binding to methylated DNA | Q9UBB5 | TR-FRET, MBD2 binding to methylated oligonucleotide | inhibition, % at 4.4 µM | 370,000 tested, 0.31% active | AID 686964; in the data active = inhibition above about 13%
Target sequence (Q9UBB5 whole entry, looked up): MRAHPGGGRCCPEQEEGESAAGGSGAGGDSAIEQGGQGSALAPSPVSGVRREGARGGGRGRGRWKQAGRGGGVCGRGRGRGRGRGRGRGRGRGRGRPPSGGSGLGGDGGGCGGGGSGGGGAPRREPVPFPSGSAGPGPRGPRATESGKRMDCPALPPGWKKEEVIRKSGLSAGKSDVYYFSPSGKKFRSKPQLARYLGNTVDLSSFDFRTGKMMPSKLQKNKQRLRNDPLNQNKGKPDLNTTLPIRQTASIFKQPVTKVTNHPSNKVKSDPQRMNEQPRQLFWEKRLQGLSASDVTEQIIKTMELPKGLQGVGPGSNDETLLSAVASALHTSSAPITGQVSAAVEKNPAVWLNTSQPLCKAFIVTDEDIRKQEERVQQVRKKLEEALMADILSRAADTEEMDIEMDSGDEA
proKLK7 act: activators of human kallikrein-7 zymogen | P49862 | activation, % at 7 µM | 370,000 tested, 0.9% active | purified proKLK7, EDANS-DABCYL substrate fluorescence; 100% is mature enzyme control, 0% vehicle;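 active = activation above the mean of all tested compounds plus 3 SD, computed per campaign excluding outliers beyond control limits, cut at about 13% in these data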
Target sequence (P49862 whole entry, looked up): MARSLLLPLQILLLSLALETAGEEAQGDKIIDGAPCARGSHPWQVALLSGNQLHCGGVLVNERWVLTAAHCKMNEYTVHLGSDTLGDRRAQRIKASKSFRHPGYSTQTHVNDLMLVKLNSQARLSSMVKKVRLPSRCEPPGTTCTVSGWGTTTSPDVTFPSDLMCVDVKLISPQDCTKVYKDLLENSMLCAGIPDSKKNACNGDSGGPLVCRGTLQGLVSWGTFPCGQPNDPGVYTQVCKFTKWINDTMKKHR
PLC-beta3 inh: inhibitors of human phospholipase C beta3; 370,000 tested, 0.18% active; inhibition, % at 12.2 µM; AID 720704; Q01970; Purified PLC-beta3, fluorogenic substrate, fluorescence; in the data active = inhibition above about 11%;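 note: 0% = median of compound wells on plate and 100% = full blocker control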
* = called active by the depositor.

Every second line gives: DDE Tn7 FP inh | UHRF1 binding | ADAM17 inh | PLC-gamma1 inh | ARFGAP1 inhibitor | Tn6 DDE FP | ASAP1 inh | MBD2 inh | proKLK7 act | PLC-beta3 inh
1	N#Cc1cn(CC(=O)N2CCc3ccccc3C2)c2ccccc12
→ 7.0 | 1.8 | -6.2 | 0.5 | -12.3 | 0.4 | -19.7 | -0.6 | 0.5 | -0.2
2	Cc1cnc(C)c(Nc2nc(C(N)Cc3ccc(C(F)(F)F)cc3)cs2)n1 (configuration not stated)
→ -6.8 | 0.2 | -9.7 | -12.5 | -8.9 | -7.6 | 17.7 | 2.0 | -1.9 | -18.2
3	CCC(O)(CC)C(=O)N/N=C/c1cc(Br)cc(Br)c1O
→ 0.3 | -1.8 | -28.8 | -139.7 | 8.8 | 2.7 | -9.6 | -2.4 | -33.5 | -198.3
4	CC(=O)Nc1ccc(NC(=O)c2ccc([N+](=O)[O-])cc2Cl)cc1
→ -5.6 | 1.5 | -3.4 | -0.3 | 3.6 | 3.5 | 13.5 | 5.1 | -0.1 | 1.8
5	Cc1ccc(NC(=O)CC2=NC(=O)C(CC(=O)Nc3ccccc3F)S2)cc1 (configuration not stated)
→ -4.3 | -1.2 | 2.2 | -0.4 | 6.0 | -4.7 | 6.3 | 3.3 | 0.9 | -6.8
6	CCN(CC)C(=O)C1=C(C)N(Cc2ccccc2)C(=O)C(CC(=O)NCCCN(C)C)C1 (configuration not stated)
→ 5.0 | 1.2 | -3.6 | -3.0 | -2.1 | -1.7 | -2.4 | 5.0 | 0.1 | 1.2
7	COc1ccc(N2CC(NC(=O)NCCC(C)C)CC2=O)cc1 (configuration not stated)
→ -2.6 | -2.8 | 3.3 | 0.6 | 5.6 | -6.4 | 4.3 | 1.7 | 0.1 | 3.3
8	CCc1ccc(C2C(C(C)=O)=C(C(=O)OC)Nc3nnnn32)cc1 (configuration not stated)
→ -4.0 | 16.9 | -2.8 | -10.2 | 9.8 | -2.8 | -2.5 | -3.3 | 0.8 | -10.9
9	COCO/C=C(\NC(C)=O)c1ccccc1
→ -8.0 | 5.1 | 8.6 | 3.8 | -0.4 | -6.3 | 12.2 | -3.2 | -0.1 | 4.3
10	Cc1ccc(SCCN2C(=O)NC(C)(C)C2=O)cc1
→ -4.6 | 2.0 | -5.2 | 2.9 | 8.3 | -1.3 | 1.5 | 2.7 | 0.2 | 1.8

Carrying on.
Every second line gives: DDE Tn7 FP inh | UHRF1 binding | ADAM17 inh | PLC-gamma1 inh | ARFGAP1 inhibitor | Tn6 DDE FP | ASAP1 inh | MBD2 inh | proKLK7 act | PLC-beta3 inh
11	COc1ccccc1/C=C/CN1CCSCC1
→ 4.4 | 1.7 | -5.2 | -3.2 | -8.8 | 5.4 | 1.3 | 0.0 | 0.6 | -5.7
12	O=C(NCCC(c1ccccc1)c1ccccc1)c1cnccn1
→ -5.2 | -1.4 | -0.1 | 0.8 | 2.9 | -0.6 | -7.9 | 1.0 | 0.2 | -0.7
13	COc1ccc(Cl)cc1NC(=O)c1nc2nc(C)cc(C(F)F)n2n1
→ -0.7 | -1.8 | -5.1 | -2.5 | 4.4 | 1.4 | 19.3 | 1.9 | 0.1 | -1.4
14	COc1ccc(-c2nc3ccc(Cl)cn3c2Cc2ccccc2C(F)(F)F)cc1OC
→ -2.3 | 1.2 | -10.0 | -30.7 | 8.2 | -3.9 | -2.1 | 1.6 | 1.3 | -40.7
15	Cc1ccc2nc(N(CCCN(C)C)C(=O)c3ccc(S(=O)(=O)N4CCc5ccccc5C4)cc3)sc2c1
→ -10.1 | 3.2 | -2.2 | 1.9 | 1.0 | -5.5 | 4.6 | 2.3 | -0.8 | -8.0
16	Fc1c(F)c(F)c(CSc2nc3ccccc3[nH]2)c(F)c1F
→ 0.2 | 1.4 | 1.4 | 5.9 | -0.1 | 9.3 | -1.3 | 1.8 | 0.0 | -6.5
17	Cc1ccc(OCC(=O)N/N=C/c2cc([N+](=O)[O-])ccc2N2CCCCC2)cc1
→ -5.5 | -5.5 | -1.4 | -2.0 | 8.7 | -2.5 | 14.2 | -6.2 | 0.3 | -1.8
18	O=C(Oc1ccc(Br)cc1)c1cccc(S(=O)(=O)N2CCOCC2)c1
→ 8.7 | -2.6 | -0.6 | -2.1 | 0.2 | 3.7 | -15.1 | 0.7 | -0.1 | -3.8
19	CCc1cccc2c1NC(=O)[C@]21[C@@H]2C(=O)N(Cc3ccccc3)C(=O)[C@@H]2[C@@H]2CCCN21
→ 7.0 | 1.2 | -3.5 | -5.2 | 12.3 | 2.9 | -11.8 | -1.6 | -0.4 | -9.7
20	COC(=O)c1cccc(NC(=S)Nc2cc(Cl)ccc2OC)c1
→ 5.4 | 2.9 | -9.6 | -6.5 | -2.2 | 1.1 | 0.4 | 6.3 | 0.5 | -12.5
21	Cc1ccc(-n2c(C)cc(/C=N/NC(=O)c3ccc(CN4CCOCC4)cc3)c2C)cc1
→ -5.0 | 0.2 | 2.7 | -24.4 | -3.3 | 2.2 | -0.4 | -3.5 | -0.9 | -36.1
22	O=C(/C=C/c1ccccc1F)N1CCN(c2ccccn2)CC1
→ -6.2 | 1.2 | 2.8 | 3.4 | -5.5 | -1.3 | 6.4 | -4.5 | 0.3 | -3.3
23	CCN1C(=O)/C(=C2/C=Cc3cc(C)ccc3N2CC)N(C)C1=S
→ -5.9 | -25.9 | -1.2 | -1.2 | -7.7 | 5.1 | -14.5 | -24.7 | -0.7 | -2.2

Whole records as entered above:
Cc1ccc(OCC(=O)N/N=C/c2cc([N+](=O)[O-])ccc2N2CCCCC2)cc1 reads DDE Tn7 FP inh = -5.5; UHRF1 binding = -5.5; ADAM17 inh = -1.4; PLC-gamma1 inh = -2.0; ARFGAP1 inhibitor = 8.7; Tn6 DDE FP = -2.5; ASAP1 inh = 14.2; MBD2 inh = -6.2; proKLK7 act = 0.3; PLC-beta3 inh = -1.8
CCN1C(=O)/C(=C2/C=Cc3cc(C)ccc3N2CC)N(C)C1=S reads DDE Tn7 FP inh = -5.9; UHRF1 binding = -25.9; ADAM17 inh = -1.2; PLC-gamma1 inh = -1.2; ARFGAP1 inhibitor = -7.7; Tn6 DDE FP = 5.1; ASAP1 inh = -14.5; MBD2 inh = -24.7; proKLK7 act = -0.7; PLC-beta3 inh = -2.2
CCN(CC)C(=O)C1=C(C)N(Cc2ccccc2)C(=O)C(CC(=O)NCCCN(C)C)C1 (configuration not stated) reads DDE Tn7 FP inh = 5.0; UHRF1 binding = 1.2; ADAM17 inh = -3.6; PLC-gamma1 inh = -3.0; ARFGAP1 inhibitor = -2.1; Tn6 DDE FP = -1.7; ASAP1 inh = -2.4; MBD2 inh = 5.0; proKLK7 act = 0.1; PLC-beta3 inh = 1.2

Compounds 17–20 of the list above:
Every second line gives: DDE Tn7 FP inh | UHRF1 binding | ADAM17 inh | PLC-gamma1 inh | ARFGAP1 inhibitor | Tn6 DDE FP | ASAP1 inh | MBD2 inh | proKLK7 act | PLC-beta3 inh
17	Cc1ccc(OCC(=O)N/N=C/c2cc([N+](=O)[O-])ccc2N2CCCCC2)cc1
→ -5.5 | -5.5 | -1.4 | -2.0 | 8.7 | -2.5 | 14.2 | -6.2 | 0.3 | -1.8
18	O=C(Oc1ccc(Br)cc1)c1cccc(S(=O)(=O)N2CCOCC2)c1
→ 8.7 | -2.6 | -0.6 | -2.1 | 0.2 | 3.7 | -15.1 | 0.7 | -0.1 | -3.8
19	CCc1cccc2c1NC(=O)[C@]21[C@@H]2C(=O)N(Cc3ccccc3)C(=O)[C@@H]2[C@@H]2CCCN21
→ 7.0 | 1.2 | -3.5 | -5.2 | 12.3 | 2.9 | -11.8 | -1.6 | -0.4 | -9.7
20	COC(=O)c1cccc(NC(=S)Nc2cc(Cl)ccc2OC)c1
→ 5.4 | 2.9 | -9.6 | -6.5 | -2.2 | 1.1 | 0.4 | 6.3 | 0.5 | -12.5
